HePTP inhibitor – human HePTP phosphatase inhibition; recombinant HePTP phosphatase activity, OD absorbance; AID 521; inhibition, % at 20 µM; hit rate 0.64% among 110,000; in the data active means inhibition above about 50%;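 further: plate controls were vehicle for no effect and reference inhibitor for full effect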
Target sequence (P35236 whole entry, looked up): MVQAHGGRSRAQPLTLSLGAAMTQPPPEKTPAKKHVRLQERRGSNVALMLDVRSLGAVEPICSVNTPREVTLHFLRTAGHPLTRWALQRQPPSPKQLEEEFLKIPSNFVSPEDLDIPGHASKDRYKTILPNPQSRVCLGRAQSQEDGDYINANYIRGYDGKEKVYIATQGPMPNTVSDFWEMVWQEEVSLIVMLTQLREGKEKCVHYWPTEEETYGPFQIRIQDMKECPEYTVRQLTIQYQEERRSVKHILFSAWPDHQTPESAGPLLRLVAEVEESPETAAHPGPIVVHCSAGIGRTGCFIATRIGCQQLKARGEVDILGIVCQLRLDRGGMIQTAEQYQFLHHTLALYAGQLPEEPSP
BAP1 block – human BAP1 deubiquitinase inhibition; Q92560; recombinant BAP1, Ub-AMC hydrolysis fluorescence kinetic; stronger effect = lower value; activity remaining (% of control), % at 20 µM; hit rate 0.48% among 72,000;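 active means activity remaining at or below 50% of control, provided the compound also passes the data quality filters; inactive means the rest, including low values that fail the filters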;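 further: 100% = DMSO wells rate and 0% = substrate alone blank rate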
Target sequence (Q92560 whole entry, looked up): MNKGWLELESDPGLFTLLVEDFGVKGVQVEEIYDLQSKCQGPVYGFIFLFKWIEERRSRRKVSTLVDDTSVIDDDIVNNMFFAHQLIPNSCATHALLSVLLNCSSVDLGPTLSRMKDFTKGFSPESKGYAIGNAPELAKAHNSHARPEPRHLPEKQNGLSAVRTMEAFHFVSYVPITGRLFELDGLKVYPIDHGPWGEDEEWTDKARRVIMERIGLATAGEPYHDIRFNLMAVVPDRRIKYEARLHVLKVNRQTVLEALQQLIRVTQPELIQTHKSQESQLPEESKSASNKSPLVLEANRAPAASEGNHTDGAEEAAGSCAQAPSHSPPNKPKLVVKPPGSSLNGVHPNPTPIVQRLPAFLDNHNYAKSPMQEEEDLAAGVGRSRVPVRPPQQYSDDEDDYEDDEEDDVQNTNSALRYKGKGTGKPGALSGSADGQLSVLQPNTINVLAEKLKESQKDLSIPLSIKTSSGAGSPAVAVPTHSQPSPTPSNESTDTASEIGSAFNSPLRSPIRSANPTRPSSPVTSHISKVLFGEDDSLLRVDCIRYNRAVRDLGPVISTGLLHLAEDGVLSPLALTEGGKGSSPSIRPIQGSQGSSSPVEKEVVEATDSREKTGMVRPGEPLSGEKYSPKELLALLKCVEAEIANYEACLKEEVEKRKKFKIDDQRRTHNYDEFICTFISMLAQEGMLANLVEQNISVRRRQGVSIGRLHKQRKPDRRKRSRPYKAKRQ
An asterisk follows results filed as active; i = inactive; / = not tested or not shown; & = joins results of further samples. No enrichment for hits; 0.95% or so of the library scored in one or more.

Sequence of screens: HePTP inhibitor	BAP1 block
1) CCOc1cc2[nH]c(=S)n(CCCOC)c(=O)c2cc1OCC
  7	100
2) CCOC(=O)c1c(NC(=O)CSc2ncnc3sc4c(c23)CCCC4)sc2c1CCCC2
  -1	/
3) O=C1CC(c2cccc(Cl)c2)Cc2nc(N3CCOCC3)ncc21 (stereo not drawn)
  6	111
4) O=C(CN1CCN(Cc2ccc(F)cc2)C1=O)NCc1cccs1
  6	100
5) C=CCn1cc(C(=O)NCCCOC)c(=O)c2cc(S(=O)(=O)N3CCC(C)CC3)ccc21
  3	84
6) CC(C)CC(=O)N1c2ccccc2NC2=C(C(=O)CC(C)(C)C2)C1c1cccs1 (stereo not drawn)
  3	/
7) CC(=O)c1cccc(NC(=O)Nc2ccccc2C)c1
  -15	/
8) O=C(Oc1cccc2cccnc12)c1ccc2c(c1)OCCO2
  2	65
9) COc1ccc(CNC(=O)CSCc2cccc(Br)c2)cc1
  4	/
10) CCCCOC(=O)CCc1c(C)[nH]c(=O)c(C#N)c1C
  7	100
11) c1ccc(-c2nn3c(Cn4cnc5ccccc54)nnc3s2)cc1
  10	95
12) CC(C)OC(=O)C1C2C=CC3(CN(C(C)c4ccc(Br)cc4)C(=O)C13)O2 (stereo not drawn)
  5	98
13) Cc1ccccc1Cn1c(=O)[nH]c2ccccc21
  1	89
14) CCOc1ccc(S(=O)(=O)Nc2cccc(Cl)c2)cc1
  -6	80
15) CCc1nn2c(C(F)(F)F)cc(=O)[nH]c2c1C
  -11	/
16) CC(=O)Nc1ccc(S(=O)(=O)Nc2cccc(C)c2C)cc1
  -3	/
17) CCCCCCn1c(CN2CCCCC2C)nc2c1c(=O)n(C)c(=O)n2C (stereo not drawn)
  /	91
18) C=CCOC(=O)c1sc(N2C(=O)c3oc4ccccc4c(=O)c3C2c2ccco2)nc1C (stereo not drawn)
  -3	67
19) CC(C)OC(=O)CSc1nnc(-c2cccnc2)n1N
  6	93
20) Cc1ccc(NS(=O)(=O)c2cc(C(=O)O)ccc2Cl)c(C)c1
  8	126
21) COc1cc(-c2nn3c(-c4ccccc4)nnc3s2)cc(OC)c1OC
  6	94
22) CC(C)Cc1cc(C(=O)Nc2c(F)cc(F)cc2Br)no1
  7	90
23) C=CCn1c(SCC(=O)OC)nc2sc3c(c2c1=O)CCN(C)C3
  8	i
24) C[C@]12CC[C@@H]3c4ccc(O)cc4CC[C@H]3[C@@H]1CC[C@@H]2OC(=O)CCC(=O)O
  -1	109
25) CCOc1ccc(-n2c(Cc3cc(=O)[nH]c(=O)[nH]3)nnc2SCC(=O)OC)cc1
  -4	102
26) CC(C)(C)Nc1ncnc2c1cnn2-c1ccccc1
  10	99
27) O=C(NCCO)/C(=C/c1cccc([N+](=O)[O-])c1)NC(=O)c1cccs1
  0	/
28) Cc1cc(C)cc(Oc2ccc(-c3cnc4ccccc4n3)cc2[N+](=O)[O-])c1
  /	77
29) CCCCC(=O)O[C@H]1CC[C@H]2[C@@H]3CCc4cc(O)ccc4[C@H]3CC[C@]12C
  10	/
30) COc1ccc(C2CC(=O)C3=C(C2)Nc2ccccc2N(C(=O)C2CC2)C3c2cccnc2)cc1OC (stereo not drawn)
  2	103

Random excerpt: two compounds from above, in no set order.
Sequence of screens: HePTP inhibitor	BAP1 block
22) CC(C)Cc1cc(C(=O)Nc2c(F)cc(F)cc2Br)no1
  7	90
4) O=C(CN1CCN(Cc2ccc(F)cc2)C1=O)NCc1cccs1
  6	100

Continued.
Sequence of screens: HePTP inhibitor	BAP1 block
31) C=CCn1c(N)c(C(=O)OC(C)CC)c2nc3ccccc3nc21 (stereo not drawn)
  0	/
32) CSc1cccc(NS(=O)(=O)c2ccc3c(c2)oc(=O)n3C)c1
  10	99
33) Cc1ccc2cc(C)c(N3CCC(C)CC3)nc2c1
  5	/
34) COc1ccc(S(=O)(=O)n2cnc(C)c2)cc1
  -6	/
35) COc1ccc(OCc2ccccc2)c(C=O)c1
  -8	/
36) O=C(COc1cccc2ccccc12)NNC(=O)c1ccc(Cl)c(Cl)c1
  -5	/
37) CN(C)/C=C/C=C1C(=O)OC(C)(C)OC1=O
  6	/
38) Nc1nonc1C(=O)OCC(=O)c1ccc(Br)cc1
  /	90
39) Cc1cc(C)cc(NCC(=O)Nc2c(C)cccc2C)c1
  3	61
40) COc1ccc(C(=O)Nc2ccc(NC(=O)c3cc4ccccc4o3)c(OC)c2)cc1Br
  -9	/
41) COc1ccc(-n2nnnc2-c2cccc(OC)c2)cc1
  16	105
42) O=[n+]1c2c(n([O-])c3c1CCCC3)CCCC2
  4	93
43) Cc1ccc(O)c(NC(=O)c2cc3n(n2)C(C(F)(F)F)CC(c2ccc(F)cc2)N3)c1 (stereo not drawn)
  3	/
44) O=C(CSCc1ccccc1)N1CCN(C(=O)c2ccco2)CC1
  0	109
45) Cc1ccc(S(=O)(=O)NCc2csc(C)n2)c(C)c1
  8	89
46) COc1ccc(S(=O)(=O)N(CC(=O)N2CCCCCC2)c2cc(C)cc(C)c2)cc1OC
  4	/
47) CC(Sc1n[nH]c(=O)[nH]c1=O)C(=O)OCc1ccccc1 (stereo not drawn)
  10&-5	96
48) O=[N+]([O-])c1ccc(-c2[nH]c(-c3cccs3)nc2-c2ccccc2)cc1
  -3	/
49) CC1CCCN(c2oc(-c3cccc4ccccc34)nc2C#N)C1 (stereo not drawn)
  1	/
50) CCN1CCN(CCCNC(=O)c2cc3cc4ccc(OC)cc4nc3o2)CC1
  5	/
51) CCOC(=O)C1=NNC2C(=O)N(Cc3ccccc3)C(=O)C12 (stereo not drawn)
  6	/
52) CN(C)c1ccc(-c2noc(-c3ccccc3O)n2)cc1
  8	155
53) COc1ccc(/C=C2/SC(=O)N(CNc3ccc(Br)cc3C)C2=O)c(OC)c1
  -14	/
54) O=C(Oc1ccccc1C(=O)N1CCOCC1)c1cccc(Br)c1
  6	110
55) O=C(CSc1cccc2cccnc12)N1CCOCC1
  9	/
56) CC1CCN(Cc2c(O)ccc3c4c(c(=O)oc23)CCC4)CC1
  -2	/
57) COCCN1Cc2cccc(C(=O)N3CCN(c4cc(C)ccc4C)CC3)c2C1=O
  5	94
58) O=C(O)C1CSC2(CCN(Cc3ccccc3)CC2)N1 (stereo not drawn)
  /	124
59) O=c1c(Oc2ccccc2Br)c(C(F)(F)F)oc2c(CN3CCCC3)c(O)ccc12
  8	/
60) O=C(Nc1ccc2c(c1)CCC2)C1CCN(c2c3c(nc4ncnn24)CCC3)CC1
  -8	97
61) COc1cccc(-c2nc(CS(=O)(=O)CC(=O)N3CCN(C4CCCCC4)CC3)c(C)o2)c1
  2	85
62) O=C(N/N=C/c1c(Cl)cccc1Cl)c1cc(-c2cccc([N+](=O)[O-])c2)n[nH]1
  38	/
63) CC(C)(C)c1cc(C(=O)O)c(CN2CCCCC2)o1
  3	99
64) CCOCCn1c(CN2CCN(CC)CC2)nc2c1c(=O)n(C)c(=O)n2C
  10	95
65) Cc1ccc(CSCCNC(=O)CN(c2ccc(C)cc2)S(=O)(=O)c2ccc(F)cc2)cc1
  3	/
66) O=C(Nc1ccc2nc(-c3cccs3)[nH]c2c1)c1ccco1
  4	95
67) CCOc1cc(S(=O)(=O)NCC2OCCc3ccccc32)c(OCC)cc1-n1cnnn1 (stereo not drawn)
  6	139
68) Cc1ccc(S(=O)(=O)NCCOc2ccc(Cl)cc2)cc1[N+](=O)[O-]
  9	/
69) Cc1cc(C(=O)NCCC(C)C)ccc1[N+](=O)[O-]
  -1	/
70) C=CCn1c(SCc2cc(=O)n3ccsc3n2)nnc1C1CCCCC1
  17	/
71) Cc1ccc(S(=O)(=O)C(C#N)c2nc3ccccc3nc2N2CCC(C)CC2)cc1 (stereo not drawn)
  2	/
72) COc1ccc(-n2nc3c(c2NC(=O)Cc2ccccc2)CSC3)cc1
  /	74
73) Cc1cc(-n2c(SCCC#N)nnc2-c2cccnc2)ccc1Cl
  -5	/
74) COC(=O)c1cccc(NC(=O)Cn2nnc3ccccc32)c1
  4	113
75) COc1cc(C=C2C(=O)NC(=O)NC2=O)ccc1OC(C)C
  1	/
76) O=C(O)CCCC(=O)Nc1nc(-c2ccc(F)cc2)cs1
  -6&2	90
77) CCc1nnc(NC(=O)C(C)Sc2ccccc2)s1 (stereo not drawn)
  -1	98
78) COCc1c(C(N)=O)nnn1-c1nonc1N
  8	106
79) COc1cccc(OCCOc2cccc(/C=C3/SC(=S)N(c4ccccc4)C3=O)c2)c1
  -3	/
80) CCn1c(SCC(=O)Nc2ccccc2-c2ccccc2)nnc1-c1ccoc1C
  4	103
81) CCNC(=O)COC(=O)c1ccc(S(=O)(=O)N2CCCCCC2)cc1
  7	98
82) O=C1C(=O)N(c2nccs2)C(c2cccc(Br)c2)/C1=C(\O)c1ccc(F)cc1 (stereo not drawn)
  5	/
83) CN(C)S(=O)(=O)N1CCN(C(=O)N(c2ccccc2)c2ccccc2)CC1
  -7	121
84) COc1ccc2c(c1)CCc1c(C(=O)N3CCCC3)noc1-2
  8	100
85) Cc1ccc(Oc2nsnc2N2CCOCC2)cc1
  3	93
86) COc1cc(CNC(=O)OCC(C)C)cc(OC)c1OC
  0	84
87) CS(=O)(=O)N1CCCC(C(=O)NCCc2ccccc2)C1 (stereo not drawn)
  5	64
88) Cc1cc(C)n(-c2nc3ccccc3c(=O)n2OCCOc2ccccc2)n1
  -5	94
89) O=C(c1ccccc1)C1(C(=O)c2ccccc2)CCCC1
  -8	/
90) COc1ccc(C2=C/C(=C/c3ccc(Cl)cc3)C(=O)O2)cc1
  8	/

Entries by screen from above.
HePTP inhibitor, nos. 71 to 81 → 2, /, -5, 4, 1, -6&2, -1, 8, -3, 4, 7

The listing continues:
Sequence of screens: HePTP inhibitor	BAP1 block
91) O=c1oc2c(CN3CCCCCC3)c(O)ccc2cc1-c1nc2ccccc2[nH]1
  -7	75
92) Cc1ccc(O)c(NC(=O)c2ccc(-c3ccccc3)cc2)c1
  -1	/
93) Cc1cc(=O)[nH]c2cc(-c3ccccc3)nn12
  -5	/
94) O=c1c2ccccc2n2cnnc2n1-c1ccccc1
  7	107
95) COC(=O)c1sc(NC(=O)c2ccco2)nc1C
  6	103
96) O=C(CSc1oc(-c2ccc(F)cc2)nc1S(=O)(=O)c1ccccc1)NCC1CCCO1 (stereo not drawn)
  6	/
97) Cc1occc1C(=O)Nc1c(F)cc(F)cc1Br
  2	74
98) NNC(=O)Cn1nc(-c2ccccc2)c2ccccc2c1=O
  -16	/
99) CCOC(=O)c1ccc(CNC(=O)C2CCCCC2C(=O)OCC(F)(F)F)o1 (stereo not drawn)
  -1	70
100) COC(=O)C1=C(C)N(c2ccccc2)C(=S)NC1c1ccc(OC)cc1 (stereo not drawn)
  7	/
101) O=c1oc2ccc(Cl)cc2cc1-c1nnc(Nc2ccc(F)cc2)s1
  /	86
102) CCc1nc(C)cc(N)c1OCc1ccccc1
  2	99
103) COC(=O)c1cc2sccc2n1Cc1nc(-c2ccc(OC)cc2)oc1C
  4	75
104) Fc1ccc2c(c1)[C@H]1OCC[C@H]1[C@@H](c1ccco1)N2
  /	113
105) Cc1ccc(NC(=O)/C=C/c2ccc(Cl)cc2)c([N+](=O)[O-])c1
  -5	/
106) Cc1ccc(OCCn2c(SCc3nc4ccccc4[nH]3)nc3ccccc32)cc1
  -5	/
107) CNC(=O)CN1C(=O)c2ccccc2S1(=O)=O
  2	96
108) O=C(Nc1nc(-c2cccnc2)cs1)c1ccc(S(=O)(=O)N2CCOCC2)cc1
  0	94
109) O=C(Nc1ccc(S(=O)(=O)N2CCc3ccccc3C2)cc1)C1CCCO1 (stereo not drawn)
  5	105
110) CCCCC(=O)NC1(C(F)(F)F)C(=O)Nc2c1c(=O)[nH]c(=O)n2Cc1ccco1 (stereo not drawn)
  6	95
111) O=C1NN(c2ccccc2)C(=O)/C1=C/c1ccc(-c2cccc([N+](=O)[O-])c2)o1
  -19	/
112) O=C(C1CCC(C(=O)N2CCc3ccccc32)CC1)N1CCc2ccccc21 (stereo not drawn)
  -1	65
113) Cc1cc(Cl)cc(C)c1OCCCCCCn1ccnc1
  0	/
114) CCC(C)n1nccc1NC(=O)C(C)OC(=O)c1cc2ccccc2[nH]1 (stereo not drawn)
  9	88
115) CCOC(=O)c1c(/N=C/c2c(O)c([N+](=O)[O-])cc3oc4c(c23)CCCC4)sc(C)c1C
  -5	/
116) CCCCn1c(NC(=O)c2ccccc2)c(C#N)c2nc3ccccc3nc21
  15	/
117) OC(COc1ccc2ccccc2c1Cl)CN1CCOCC1 (stereo not drawn)
  3	94
118) Cc1cc(C)n(-c2cc(NCCO)nc(-c3ccc(Br)cc3)n2)n1
  -10	/
119) O=c1c2c([nH]c3ccccc13)CCCCC2
  -8	/
120) O=S(=O)(Nc1cccnc1)c1ccc(C2CCCCC2)cc1
  4	137
121) CCOc1ccc(NC(=O)c2c(NC(C)=O)sc3c2CCCC3)cc1
  0	/
122) CC(Oc1ccccc1)C(=O)Nc1cccc(NC(=O)C(C)Oc2ccccc2)n1 (stereo not drawn)
  8	/
123) CC(=O)Nc1ccc(S(=O)(=O)Nc2cc(C)cc(C)c2)cc1
  -6	/
124) CCOC(=O)N1CCC(N2C(=O)c3ccc(C(=O)NC4CCCCCC4)cc3C2=O)CC1
  4	106
125) CC(C)(C)N(Cc1ccccc1)C(=O)CSc1nnc(CNc2ccc(F)cc2)o1
  10	96
126) COC(=O)c1sc(NC(=O)Cc2cccs2)nc1C
  -6	117
127) Cc1ccc(-n2c(Cc3cccs3)nnc2SCC(=O)OC(C)C)cc1
  -1	93

Single entries from the results shown:
BAP1 block result of compound 127 reads 93
HePTP inhibitor result of compound 122 reads 8
HePTP inhibitor result of compound 126 reads -6
HePTP inhibitor result of compound 121 reads 0
BAP1 block result of compound 124 reads 106

One compound at a time (already shown). Order of values: HePTP inhibitor, BAP1 block
Results for CC(Oc1ccccc1)C(=O)Nc1cccc(NC(=O)C(C)Oc2ccccc2)n1 (stereo not drawn) = 8, /
Results for CCOc1ccc(NC(=O)c2c(NC(C)=O)sc3c2CCCC3)cc1 = 0, /

High-throughput results (PubChem)
